Compound activity (PubChem)
JMJD2A Tudor: JMJD2A Tudor domain (human) inhibition. O75164. AlphaScreen JMJD2A-Tudor / H3K4me3 peptide binding. Potency, µM (doses to about 114 µM), for inactives: at the top dose activity change, negative = inhibition, hits mostly inhibitors. 390,000 compounds, 4.4% hits; note: potency is the fitted concentration of half-maximal effect; % is set by controls: 0 for no effect and ±100 for the full control effect; nearly all actives have a fitted effect of over 50% in size
HP1b chromo inh: HP1-beta chromodomain-methylated histone interaction inhibition | P83916 | AlphaScreen HP1-beta / biotin-H3K9me3 peptide binding | Potency, µM (highest dose often 114 µM), for inactives: top-dose activity change, negative = inhibition, actives largely listed as inhibitors | 390,000 compounds, 0.56% hits | AID 540317; note: potency is the fitted concentration of half-maximal effect; nearly all actives have a fitted effect of over 70% in size; inactives centre near 23
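AlphaScreen: HP1-beta (50 nM) preformed 30 min with biotin-H3(1-18)K9me3 peptide (50 nM) in PBS pH 7.4, 0.01% Tween-20. Compound added for 30 min at RT, then streptavidin donor/nickel chelate acceptor beads (10 ug/mL) for 30 min.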
Pin1 inhibitor: blocks the human prolyl isomerase Pin1. Q13526. Pin1 FP peptide displacement, HiFluor488, 10 min. Potency, µM (top dose mostly 115 µM), for inactives: top-dose activity, negative = inhibition, hits mostly inhibitors. 390,000 compounds, 0.009% hits. AID 504891; active = well fitted inhibition curve with a large enough effect in the polarisation, with a control signal flat, not every such curve was filed as active; inconclusive = small, poorly fitted or top-dose-only effect, or effect the other way, or a change in a side signal; inactive = no such curve, though single readings can be large or run the other way; the % refers to the polarisation; note: potency is the fitted concentration of half-maximal effect; % is set by controls: 0 for no effect and ±100 for the full control effect
Target sequence (Q13526 whole entry, looked up): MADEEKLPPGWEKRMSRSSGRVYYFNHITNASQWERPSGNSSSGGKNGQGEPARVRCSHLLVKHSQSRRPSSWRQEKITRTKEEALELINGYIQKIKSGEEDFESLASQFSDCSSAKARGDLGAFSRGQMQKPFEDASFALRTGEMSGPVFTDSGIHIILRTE
Pol eta inh: inhibitors of human DNA polymerase eta; Q9Y253; recombinant Pol eta, fluorescent DNA replication assay; Potency, µM (doses to about 114 µM), for the others: at the top dose activity change, negative = inhibition, hits mostly inhibitors; 390,000 compounds, 1.2% hits; note: potency is the fitted concentration of half-maximal effect; % is set by controls: 0 for no effect and ±100 for the full control effect
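Fluorescent replication assay: 50 nM final substrate added after a 15 min room-temperature compound preincubation with 10 nM enzyme. Signal taken at 0 min and again at 10 min.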
Tb PGK inh: T. brucei PGK inhibition. P07378. 380,000 compounds, 0.043% hits. PGK/GAPDH coupled, Kinase-Glo luminescence, 60 min. Potency, µM (doses to about 57.5 µM), inactives show top-dose activity change, negative = inhibition, most hits filed as inhibitors. AID 602233; note: potency is the fitted concentration of half-maximal effect; % is set by controls: 0 for no effect and ±100 for the full control effect; nearly all actives have a fitted effect of over 60% in size
Target sequence (P07378 whole entry, looked up): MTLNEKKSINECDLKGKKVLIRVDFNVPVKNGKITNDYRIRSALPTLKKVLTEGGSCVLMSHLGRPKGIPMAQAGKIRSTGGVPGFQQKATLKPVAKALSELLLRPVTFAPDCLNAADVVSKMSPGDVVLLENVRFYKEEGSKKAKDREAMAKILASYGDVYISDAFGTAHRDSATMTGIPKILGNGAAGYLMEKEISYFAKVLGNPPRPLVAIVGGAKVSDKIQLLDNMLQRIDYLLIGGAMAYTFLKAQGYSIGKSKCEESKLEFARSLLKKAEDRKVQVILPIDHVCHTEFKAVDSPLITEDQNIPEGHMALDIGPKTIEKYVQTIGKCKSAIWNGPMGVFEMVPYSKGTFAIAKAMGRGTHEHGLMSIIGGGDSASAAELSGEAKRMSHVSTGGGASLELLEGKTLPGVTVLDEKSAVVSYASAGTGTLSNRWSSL
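Luminescent ATP detection (Kinase-Glo Plus) follows a 60-minute room-temperature incubation, with wells lacking PGK as controls. Buffer: 100 mM TEA (pH 7.6), 5 mM MgCl2, 0.01% Tween-20. Coupling enzyme GAPDH (100 nM final) supplies unstable 1,3-BPG in-well.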
G9a block: blocks human histone lysine methyltransferase G9a | G9a H3K9 monomethylation, AlphaScreen, 2 h | Potency, µM (top dose mostly 102 µM), without a hit: top-dose activity, negative = inhibition, usual class: inhibitors | 350,000 compounds, 8.8% hits; note: potency is the fitted concentration of half-maximal effect; % is set by controls: 0 for no effect and ±100 for the full control effect; nearly all actives have a fitted effect of over 75% in size
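Signal arises when biotinylated H3K9 peptide, once monomethylated, bridges streptavidin donor and antibody-captured acceptor beads. Enzyme at 20 nM was preincubated 15 min with test compounds; peptide 500 nM and SAM 20 uM then reacted for 2 h.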
PI4K2A inh: blocks human PI4K2A kinase activity; Q9BTU6; purified PI4K2A, ADP-Glo luminescence, 1 h; hits give low values; activity change, negative = inhibition, % at 76.9 µM; 420,000 compounds, 0.13% hits; AID 1346378; in the data active = activity change below about -50%; inconclusive = mostly about -30% to -49%;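 note: -100% = wells without enzyme as full effect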
Target sequence (Q9BTU6 whole entry, looked up): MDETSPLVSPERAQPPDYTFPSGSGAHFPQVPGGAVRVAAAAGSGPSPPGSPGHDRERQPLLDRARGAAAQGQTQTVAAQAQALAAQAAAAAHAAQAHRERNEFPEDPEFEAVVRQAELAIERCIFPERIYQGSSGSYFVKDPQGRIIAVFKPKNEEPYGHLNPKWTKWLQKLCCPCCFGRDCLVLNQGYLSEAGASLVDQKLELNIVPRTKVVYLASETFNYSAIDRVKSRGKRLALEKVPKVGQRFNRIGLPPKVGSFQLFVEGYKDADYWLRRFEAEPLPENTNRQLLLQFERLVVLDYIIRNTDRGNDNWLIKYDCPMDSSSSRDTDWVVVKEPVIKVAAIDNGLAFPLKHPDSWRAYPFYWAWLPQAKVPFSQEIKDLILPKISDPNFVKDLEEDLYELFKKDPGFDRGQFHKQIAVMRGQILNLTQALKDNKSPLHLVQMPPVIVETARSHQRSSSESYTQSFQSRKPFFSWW
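Compounds are screened against recombinant PI4K2A using PI as substrate and ATP, the latter dispensed at 300 microM. Reactions run one hour at ambient temperature before ADP-Glo detection; full inhibition defined by wells lacking enzyme.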
GLS inh: blocks human kidney-isoform glutaminase activity | GLS enzymatic activity, qHTS titration | Potency, µM (series often up to 45.5 µM), for inactives: at the highest dose activity change, negative = inhibition, usual class: inhibitors | O94925 | 410,000 compounds, 0.21% hits; note: potency is the fitted concentration of half-maximal effect; % is set by controls: 0 for no effect and ±100 for the full control effect
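Human kidney-isoform GLS in 45 mM KH2PO4 pH 8.2, 0.02% Tween-20, with compound, started with 1mM L-Glutamine (added stock). Glutamate oxidase/HRP/Amplex red coupled fluorescence read at start and after 30 min at RT.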
BAZ2B inh: blocks human BAZ2B. 360,000 compounds, 4.4% hits. Potency, µM (highest dose often 114 µM), inactives show at the top dose activity change, negative = inhibition, most hits filed as inhibitors. Q9UIF8. AlphaScreen BAZ2B-H3K14Ac peptide displacement; note: potency is the fitted concentration of half-maximal effect; % is set by controls: 0 for no effect and ±100 for the full control effect; nearly all actives have a fitted effect of over 60% in size
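In this displacement format the biotinylated H3(5-23) peptide acetylated at Lys14 serves as ligand at 50 nM, with BAZ2B at 50 nM in PBS pH 7.4 containing 0.01% Tween-20. Donor and acceptor beads are 10 ug/mL final.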
* = called active by the depositor; i = inactive; ? = inconclusive; nt = not tested or not shown; [ ] = remark or other dose. Unless noted, calls come from the whole dose curve; as a rule, active = well fitted curve in the direction sought with a large enough effect; inconclusive = small, poorly fitted or top-dose-only effect, or another doubt; inactive = no such curve, though single readings can be large; an effect the other way counts as inactive or inconclusive. This is a subset; rates above refer to the full screens.

SMILES	JMJD2A Tudor	HP1b chromo inh	Pin1 inhibitor	Pol eta inh	Tb PGK inh	G9a block	PI4K2A inh	GLS inh	BAZ2B inh
COc1cc(NC(=O)CSc2nc3nc(C)c(Cc4ccccc4)c(C)n3n2)cc(OC)c1OC	-22%	14%	0%	-19%	-1%	5%[59 µM]	0	0%	-18%
CCOC(=O)c1sc2nc3n(c(=O)c2c1C)CCCCC3	-1%	66%	-2%	-17%	0%	-13%	0	3%	9%
CCOC(=O)N1CCC(N2CC34C=CC(O3)C(C(=O)Nc3ccc(C)cc3)C4C2=O)CC1 (centres undefined)	-1%	41%[activator]	5%	-19%	-1%	-50%	-2	0%	-14%
CCc1ccc(NC(=O)C2=CC(c3ccc(OC)c(OC)c3)=NS(=O)(=O)N2C)cc1	?	-3%	18%	-14%	0%	nt	-2	-3%	-37%
Cc1ccccc1NC(=O)CSC1=Nc2ccccc2C2=NC(Cc3ccccc3)C(=O)N12 (centres undefined)	-3%	29%	0%	9%	-4%	0%[12.7 µM]	3	-21%	-15%
COc1cc(Br)cc(/C=C/c2ccc3cccc(O)c3n2)c1O	-21%	27%	2%	-16%	nt	-26%	4	3%	?
Cc1ccc(C)c(C(=O)COc2ccc(C)nc2[N+](=O)[O-])c1	-29%	14%	-4%	-11%	3%	?	2	17%	-26%
COc1cc(C(=O)NC2=NCCS2)ccc1OCc1c(C)noc1C	-10%	12%	1%	-3%	-4%	5%[59 µM]	4	-4%	10%
Clc1ncnc2c1oc1ccccc12	-2%	58%[activator]	-4%	-11%	i	20%[59 µM]	1	?	8%
COc1cc(CCC(=O)Nc2cccc(C(F)(F)F)c2)cc(OC)c1OC	-1%	5%	-2%	-15%	-2%	45µM*	1	1%	-1%
COc1cccc(-n2cc(CNCc3cn(C)nc3-c3ccccc3F)cn2)c1	-28%	20%	0%	-12%	i	nt	-3	-13%	-2%
O=C1/C(=C/c2ccccc2)NC(=S)N1C(c1ccccc1)c1ccccc1	-13%	48%[activator]	7%	-18%	i	7%[59 µM]	-1	-7%	-1%
COCc1cccc(C(=O)NC(c2ccccc2)c2ccccc2)c1	12%	16%	-1%	-13%	-1%	27%	-1	7%	1%
COc1ccc(Cl)cc1NC(=O)CN(C)C(=O)Cc1ccc(-c2ccccc2)cc1	-1%	49%[activator]	30%[activator]	-15%	-8%	?	2	-10%	2%
O=c1c2c([nH]c3ccc(Br)cc13)CCCC2	-12%	21%	-4%	-6%	0%	?	-4	8%	-5%

Taken from above for reference:
SMILES	JMJD2A Tudor	HP1b chromo inh	Pin1 inhibitor	Pol eta inh	Tb PGK inh	G9a block	PI4K2A inh	GLS inh	BAZ2B inh
COc1cc(NC(=O)CSc2nc3nc(C)c(Cc4ccccc4)c(C)n3n2)cc(OC)c1OC	-22%	14%	0%	-19%	-1%	5%[59 µM]	0	0%	-18%
CCOC(=O)c1sc2nc3n(c(=O)c2c1C)CCCCC3	-1%	66%	-2%	-17%	0%	-13%	0	3%	9%

Remaining list, next part
SMILES	JMJD2A Tudor	HP1b chromo inh	Pin1 inhibitor	Pol eta inh	Tb PGK inh	G9a block	PI4K2A inh	GLS inh	BAZ2B inh
Cc1onc(-c2ccccc2)c1C(=O)NC(=S)NNC(=O)c1ccc(O)cc1	?	-7%	2%	-15%	4%	4%[59 µM]	1	30%	3%
CCOc1ccc(S(=O)(=O)/N=C(\N)c2ccccc2)cc1	-10%	0%	?	-8%	i	35µM*	-2	-30%	-14%
CCc1cc(C(=O)N=Nc2c(O)[nH]c3ccc([N+](=O)[O-])cc23)c2ccccc2n1	?	?	?	50µM*	-8%	2%[59 µM]	2	24%	?
O=C(Nc1ccccc1)c1cccc(N2C(=O)CCC2=O)c1	-9%	40%	5%	0%	-2%	?	0	0%	10%
COc1ccc(-c2nc3n(n2)C(=O)CC(c2ccc(Cl)cc2)S3)cc1 (centres undefined)	-4%	31%	-1%	8%	8%	?	0	5%	3%
Cc1cccc(CC(=O)N2CCCC2)c1	-7%	28%	4%	-5%	-6%	nt	-2	-5%	-2%
COc1ccc(N(CC(=O)NCCSc2ccccc2)S(=O)(=O)c2ccccc2)c(OC)c1	-5%	37%[activator]	9%	-22%	-1%	nt	4	-8%	nt
CNc1snc(C)c1C(=O)OCC(=O)c1ccc(OC)c(F)c1	-12%	36%	7%	-21%	-10%	-3%[2.33 µM]	-1	0%	9%
O=C(COC(=O)c1ccccn1)Nc1c(Cl)cccc1Cl	-10%	21%	-12%	-10%	-10%	?	-5	1%	-4%
CC(C)CCn1c(SCC(=O)NC2CC2)nc2cc(Cl)ccc2c1=O	-3%	33%[activator]	4%	-5%	-1%	13%	0	4%	-4%
Cc1cc(C)cc(NC(=O)Cn2c(C)cc(C)c(C#N)c2=O)c1	11%	29%	-9%	-4%	-3%	4%[12.7 µM]	-3	1%	3%
CCn1c(CNC(=O)c2ccc(OC)cc2)nnc1SCC(=O)Nc1ccc(OC)cc1	5%	29%	-6%	-18%	-2%	7%[59 µM]	-1	-11%	-4%
Nc1ccc(N(CCO)CCO)cc1	8.9µM*	?	-18%	-20%	-8%	11µM*	-52*	?	50µM*
C/C(Cl)=C\Cn1c(Nc2cccc(C)c2)nc2c1c(=O)n(C)c(=O)n2C	-32%	9%	-1%	-18%	7%	-29%	2	?	-14%
CCn1c(=O)c2cc(C(=O)NCCCN(C)Cc3ccccc3)sc2c2ccccc21	-30%	16%	-5%	-15%	i	-26%[59 µM]	1	3%	?
COc1cc(/C=N/NC(=O)c2cccc(S(=O)(=O)N3CCCCC3)c2)cc(Br)c1O	-20%	-14%	-1%	-11%	-8%	?	-7	1%	-30%
CC(C)OC(=O)CCCCCN1C(=O)CSC1=S	1%	21%	15%	-6%	-12%	?	14	19%	-29%
CCc1ccc(NC(=O)Cn2nnc(C(=O)NCc3ccc4c(c3)OCO4)c2N)cc1	-10%	55%[activator]	3%	-6%	0%	31%	-10	4%	-19%
COCCCNC(=O)c1ccc(N2CCOCC2)c(NS(=O)(=O)c2ccc(OC)cc2)c1	-9%	25%	0%	-6%	nt	?	3	9%	-12%
O=C(Nc1ccc(F)cc1F)c1csc(-c2cccs2)n1	-10%	13%	37%[activator]	-10%	-7%	-3%	0	12%	-2%
COc1ccc(C)cc1NS(=O)(=O)c1c(C(=O)N2CCCCCC2)c(C)n(C)c1C	-15%	7%	1%	-12%	i	6%[59 µM]	1	19%	?
CC(=O)N[C@@H]1[C@@H](O)[C@@H]2OC(c3ccccc3)OC[C@H]2O[C@@H]1N=[N+]=[N-] (some centres undefined)	-13%	28%	-1%	0%	0%	nt	-3	11%	5%
CCOC(=O)c1c(C)n(C)c2ccc(OC)c(NC(=O)c3cccs3)c12	?	-21%	0%	-5%	i	20%[59 µM]	4	66%[activator]	-8%
CCN(CC)C(=O)c1ccc(Nc2nnc(-c3ccc(O)cc3)c3ccccc23)cc1	-20%	51%[activator]	37%[activator]	-6%	-2%	nt	-1	10µM*	-12%
Cc1cccc(OCCCn2c(CCNC(=O)C(C)(C)C)nc3ccccc32)c1	-15%	21%	?	-19%	-9%	4%[59 µM]	-8	8%	-10%
CCOC(=O)CC1COCCN1C(=O)c1cc(COc2ccc(F)cc2Cl)on1 (centres undefined)	11%	42%[activator]	-5%	-19%	-6%	nt	12	-2%	8%
O=C(NCCSc1ccccc1)c1ccccc1Cl	-1%	42%[activator]	1%	-10%	-8%	6%[59 µM]	-3	6%	-1%
Cc1cccc(C)c1NC(=O)CNC(=O)c1cncc(Br)c1	1%	27%	-6%	-26%	i	-3%	-1	-10%	3%
COC(=O)c1ccccc1NC(=O)C1CCC(=O)N1S(=O)(=O)c1ccc(C)cc1 (centres undefined)	0%	29%	-2%	-4%	-9%	nt	4	-6%	-1%
Cc1cc(Cl)nc(Cl)c1C(=O)NCCc1ccccc1	11%	33%	-3%	?	-4%	-6%[12.7 µM]	-2	-4%	-1%
COc1cc2cc(CCCOC(=O)CCC(=O)O)oc(=O)c2cc1OC	-9%	35%[activator]	-6%	-7%	-5%	1%[0.501 µM]	2	0%	9%
Cc1ccc(S(=O)(=O)N2CCCCC2)cc1NC(=O)C1CCN(C(=O)OC(C)(C)C)CC1	nt	nt	nt	-3%	0%	nt	5	4%	nt
CCCCNc1c(-c2ccc(SC3CCCCC3)cc2)nc2cnccn12	-29%	43%[activator]	5%	?	8%	nt	-1	25%	nt
CCCS(=O)(=O)NCCc1cc2cc(C)c(C)cc2[nH]c1=O	13%[11.4 µM]	24%	7%	-11%	-8%	24%[59 µM]	-2	-20%	10%
O=C1CC(c2cccnc2)c2cc3c(cc2N1)OCCO3 (centres undefined)	-8%	42%[activator]	-5%	-10%	-5%	-27%[59 µM]	-1	-12%	4%
Cc1ccc(OCC(=O)Nc2ccc3c(c2)OC(F)(F)O3)c([N+](=O)[O-])n1	-11%	17%	3%	-16%	8%	20%[59 µM]	1	23%	-3%
CCNC(=O)COc1ccc2ccccc2c1	-17%	10%	0%	3%	i	14%[59 µM]	-2	-15%	8%
COc1ccccc1-c1nn(CCC(=O)Nc2ccc(C)cc2)c2nc(C)cc(C)c12	-21%	18%	2%	-18%	-3%	6%[59 µM]	0	0%	-4%
COC(=O)c1ccccc1NCC(=O)c1ccc(OC)cc1	-8%	16%[57 µM]	3%	-4%	8%	?	13	1%	-20%
OCc1csc(=Nc2ccccc2)n1-c1ccccc1	-27%	-1%	0%	-6%	i	-14%	-6	3%	-11%
CCOC(=O)c1c(C)n(C)c2ccc(OC)c(NC(=O)CN3CCN(C4CCCCC4)CC3)c12	-19%	13%	-9%	9%	-4%	-39%	4	36%[activator]	33%[activator]
